HSF-1 act – HSF-1 activators, primary screen, NIH3T3-HGL cells, MG132 stress, luminescence, single point; NIH3T3-HGL HSF-1 luciferase reporter, 8 h; 100% = twice DMSO control signal; activation, % at 9 µM; actives 1.7% (n = 300,000); AID 504408, 2011;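 active = mean replicate activation of at least 50% with a set share of replicates each reaching 50%; inconclusive = only one of those two conditions met; inactive = mean below 50% and too few replicates reaching it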;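 also: 0% = median of the neutral control wells and 100% = twice that signal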
IEC-6 tox – cytotoxicity in IEC-6 intestinal epithelial cells, primary screen, cytotoxicity control for KLF5 inhibitor project, cell-based, luminescence. IEC-6 cytotoxicity, luminescence viability. inhibition, % at 5 µM. actives 0.78% (n = 290,000). AID 1825, 2009; in the data active = inhibition above about 22%;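 also: 0% = plate median of test compound wells and 100% = cytotoxic reference compound wells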
HSF1 inh – HSF1 inhibitors in luciferase reporter cells, primary screen, cell-based, NIH3T3, luminescence; NIH3T3-HGL HSE-luciferase, MG132-induced, luminescence 8 h; stronger effect = lower value; activity change, negative = inhibition, % at 7.5 µM (by protocol); actives 0.77% (n = 300,000); AID 2098, 2009;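 active = more than half of replicate wells show activity change below -50%, luminescence cut by over half; inconclusive = some wells, but at most half, below -50%; inactive = no replicate well below -50%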;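 also: luciferase reports HSF-1 transcriptional activity via heat shock element; 0% = median of DMSO wells and -100% = zero luminescence signal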
PolyA inh – polyadenylation inhibitors in yeast reporter cells, primary screen, luminescence, S. cerevisiae; S. cerevisiae SKY197-pL101 polyadenylation reporter, beta-gal luminescence; efflux-impaired pdr1/pdr3 knockout yeast; score 100 = 6 SD above DMSO; calls only at 12 µM; actives 0.02% (n = 300,000);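 active = lowest replicate activity score at least 50, where 100 means six control SD above control mean; inconclusive = lowest score under 50 but half or more replicates reach 50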;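 also: yeast exposed to compound for 9 h at 30 °C; higher score means more reporter readthrough which indicates perturbed polyadenylation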
GSK3 alpha inh – blockers of GSK3A enzyme activity – biochemical, luminescence, cell-free homogeneous, HTS, primary screen; Glycogen synthase kinase-3 alpha (Homo sapiens), P49840; GSK-3 alpha kinase, ADP-Glo luminescence, 60 min; inhibition, % at 10 µM; actives 0.1% (n = 320,000); AID 2650, 2010;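 in the data active = inhibition above about 50%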;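 also: GST-tagged GSK-3 alpha with peptide substrate and 25 µM ATP; 0% = DMSO neutral wells and 100% = GW8510 positive control wells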
Target sequence (P49840 whole entry, looked up): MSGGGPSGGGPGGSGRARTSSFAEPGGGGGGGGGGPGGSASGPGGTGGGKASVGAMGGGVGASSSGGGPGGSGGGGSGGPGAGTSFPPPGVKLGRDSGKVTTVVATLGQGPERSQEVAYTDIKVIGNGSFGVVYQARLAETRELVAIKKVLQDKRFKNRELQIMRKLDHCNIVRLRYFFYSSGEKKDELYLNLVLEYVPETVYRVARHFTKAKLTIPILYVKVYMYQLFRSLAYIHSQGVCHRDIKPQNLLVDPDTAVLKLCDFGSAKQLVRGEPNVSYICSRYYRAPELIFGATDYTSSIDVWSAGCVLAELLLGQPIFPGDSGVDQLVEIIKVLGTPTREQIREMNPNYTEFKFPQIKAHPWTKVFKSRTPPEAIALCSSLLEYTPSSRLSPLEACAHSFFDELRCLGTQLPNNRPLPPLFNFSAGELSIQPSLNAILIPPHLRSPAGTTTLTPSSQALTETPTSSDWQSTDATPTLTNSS
AI-2 QS modul – Vibrio harveyi AI-2 quorum sensing modulators, primary screen, JMH597 strain, luminescence/OD600 ratio; Vibrio harveyi JMH597 AI-2 luminescence/OD600 ratio, 9 h; stronger effect = lower value; strain lacks LuxN and CqsS sensors; 0 = neutral-control median; activity change, % at 7.5 µM; actives 0.4% (n = 300,000); AID 2094, 2009; in the data active = activity change below about -75%, passing the limit was not always enough; inconclusive = no clear call, values can overlap the other calls;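 also: luminescence divided by OD600 gain over 9 h not by final OD600 alone; inactives centre near 13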
KLF5 inhibitor – KLF5 expression inhibitors, primary screen, DLD-1 cells, luminescence; DLD-1 KLF5 promoter-luciferase reporter; actives 0.23% (n = 290,000); inhibition, % at 5 µM;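 active = inhibition above a per-plate limit of that plate's mean compound inhibition plus 3 SD, cut at about 60% in these data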;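 also: 0% = DMSO wells and 100% = LY294002 at 200 µM; higher means less KLF5 promoter-driven luciferase light; inactives centre near -14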
aSyn 5UTR inh – MLPCN primary screen, SNCA 5' untranslated region | alpha-synuclein 5'UTR reporter, inhibitor activity | AID 1813, 2009 | inhibition, % (tested at 7.5 µM) | actives 0.82% (n = 300,000); in the data active = inhibition above about 60%; inconclusive = no clear call, values can overlap the other calls;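 also: H4 neuroglioblastoma cells stably carrying SNCA 5'UTR luciferase fusion; 0% = DMSO wells and 100% = positive control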
HSP90 refold inh – HSP90 inhibitors, primary screen, cell lysate, luminescence; Heat shock protein HSP 90 (rabbit reticulocyte lysate; luciferase refolding); Rabbit reticulocyte lysate, luciferase refolding luminescence, 3 h; inhibition, % at 5.6 µM; actives 0.91% (n = 290,000); AID 1789, 2009;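 active = inhibition above the screen-wide mean plus 3 SD, computed separately per campaign, cut at about 16% in these data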;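 also: 0% = DMSO wells and 100% = 60 µM geldanamycin wells; inhibitors lower the luminescence because luciferase stays unfolded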
GSK3B inh – human GSK3beta kinase inhibitors, primary screen, biochemical, cell-free homogeneous, HTS; AID 2097, 2009; actives 0.038% (n = 300,000); GST-GSK3beta kinase, ADP-Glo luminescence, 60 min; stronger effect = lower value; activity score (negative = inhibition), % at 10 µM;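 active = more than half of replicate wells score below -50%, meaning over 50% inhibition versus plate controls; inconclusive = some replicates but at most half score below -50%; inactive = no replicate scores below -50%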;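 also: 0% = median DMSO wells and -100% = median GW8510 positive control wells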
Target sequence (P49841 whole entry, looked up): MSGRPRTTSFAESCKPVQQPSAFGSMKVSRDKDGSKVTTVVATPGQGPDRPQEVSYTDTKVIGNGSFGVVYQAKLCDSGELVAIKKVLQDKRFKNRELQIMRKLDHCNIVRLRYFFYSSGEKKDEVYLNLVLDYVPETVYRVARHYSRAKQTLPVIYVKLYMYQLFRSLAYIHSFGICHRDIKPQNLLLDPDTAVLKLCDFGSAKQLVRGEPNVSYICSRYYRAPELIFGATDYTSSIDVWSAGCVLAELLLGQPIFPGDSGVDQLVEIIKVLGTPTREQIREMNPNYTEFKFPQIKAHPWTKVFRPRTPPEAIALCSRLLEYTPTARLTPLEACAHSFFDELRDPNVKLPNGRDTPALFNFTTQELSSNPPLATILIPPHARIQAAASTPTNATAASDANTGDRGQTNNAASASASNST
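Assay system: GST-tagged human GSK3beta kinase, cell-free; Input: 1.6 ng GSK3beta; Medium: Tris/MgCl2 kinase buffer; Timing: 60 min enzyme reaction, room temperature; Signal: ADP-Glo luminescence quantifying ADP generated by kinase; Evaluation: score relative to plate controls; Benchmarks: DMSO neutral wells and GW8510 at 20 µM as positive.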
Starred values were filed as active, the others as inactive; i = inactive; ? = inconclusive; / = no result given. This is a subset (hit frequency here may not be typical).

Start of the listing, in advance, 4 compounds:
Each structure is followed by: HSF-1 act, IEC-6 tox, HSF1 inh, PolyA inh, GSK3 alpha inh, AI-2 QS modul, KLF5 inhibitor, aSyn 5UTR inh, HSP90 refold inh, GSK3B inh
- COc1ccc(N(CC(=O)N2CCCCCC2)S(=O)(=O)c2c(C)[nH]c(=O)[nH]c2=O)cc1
 : 11, -3, -1, i, -1, 2, -6, 3, -1, 1
- Cc1cc(C)cc(NC(=O)C2CCN(c3nccs3)CC2)c1
 : 13, -6, 1, i, 5, 1, -10, -5, -3, -2
- O=C(CCNC(=O)c1ccc(Br)cc1)NCCCSc1ccccc1
 : -14, /, -3, i, 1, 7, /, -3, /, -9
- COc1ccc(NC(=S)N(CCCN2CCCCC2)Cc2cccs2)cc1
 : -16, -4, -3, i, 0, 26, -18, 2, 6, -1

The list itself, from the first entry:
Each structure is followed by: HSF-1 act, IEC-6 tox, HSF1 inh, PolyA inh, GSK3 alpha inh, AI-2 QS modul, KLF5 inhibitor, aSyn 5UTR inh, HSP90 refold inh, GSK3B inh
- COc1ccc(N(CC(=O)N2CCCCCC2)S(=O)(=O)c2c(C)[nH]c(=O)[nH]c2=O)cc1
 : 11, -3, -1, i, -1, 2, -6, 3, -1, 1
- Cc1cc(C)cc(NC(=O)C2CCN(c3nccs3)CC2)c1
 : 13, -6, 1, i, 5, 1, -10, -5, -3, -2
- O=C(CCNC(=O)c1ccc(Br)cc1)NCCCSc1ccccc1
 : -14, /, -3, i, 1, 7, /, -3, /, -9
- COc1ccc(NC(=S)N(CCCN2CCCCC2)Cc2cccs2)cc1
 : -16, -4, -3, i, 0, 26, -18, 2, 6, -1
- Cc1ccc(S(=O)(=O)CCc2nnc(NC(=O)c3ccccn3)s2)cc1
 : -1, 2, 4, i, 1, 27, -6, -10, 2, -1
- O=C(Nc1ccccc1N1CCN(C(=O)c2ccc(Cl)cc2)CC1)c1ccc([N+](=O)[O-])o1
 : 7, 33*, 20, i, 2, 12, -31, -30, 3, -5
- O=[n+]1c2c(n([O-])c3cc(Cl)ccc31)CCCC2
 : 8, 2, -2, i, 2, 0, -3, -21, 3, 3
- CCc1cccc2c(C(=O)COC(=O)/C=C/c3ccccc3OC)c[nH]c12
 : 13, 4, 20, i, 0, 30, 0, 8, 0, 4
- CC1Cc2c([nH]c3ccccc23)C2c3ccccc3CN12 (stereo unspecified)
 : -4, 12, 12, i, 0, -8, -10, -14, 1, -2
- CC(C(=O)N(C)c1ccccc1)N1CCN(C(=O)c2ccccc2)CC1 (stereo unspecified)
 : 4, 5, -10, i, 0, 15, -25, 12, -1, 1
- CCOc1cc(C)c(S(=O)(=O)Nc2ccc3cn[nH]c3c2)cc1C
 : 10, 10, -3, i, -3, 22, 5, -74, 2, 1
- CCCn1c(=N)c(C(=O)NC2CCCC2)cc2c(=O)n3cccc(C)c3nc21
 : 7, 9, 1, i, 0, 27, -11, -67, 7, 0
- Nc1ccccc1Nc1ccc([N+](=O)[O-])cc1[N+](=O)[O-]
 : 60*, 4, 18, i, 1, -2, -48, 3, -1, 0
- O=C(COc1ccc2ccc(=O)oc2c1)NCCc1c[nH]c2ccc(F)cc12
 : 29, -4, 21, i, -4, 2, 8, 17, 1, 3
- O=C(CN1C(=O)C(c2ccc(F)cc2)=NC12CCCC2)Nc1ccc(F)cc1
 : 6, -3, -3, i, -4, 29, -17, -24, 0, 0
- C[C@]12CCC(=O)C=C1C=C[C@@H]1[C@@H]2CC[C@@]2(C)[C@H]1CC[C@@]21CCC(=O)O1
 : 7, -5, 1, i, 12, 7, -29, -9, -1, -5
- CC1CCc2cc(F)ccc2N1C(=O)CSc1nnc2c(n1)[nH]c1ccccc12 (stereo unspecified)
 : 9, 2, 7, i, /, 10, -5, 9, -2, -5
- COC(=O)c1ccc(CNC(=O)C(NC(=O)c2ccco2)C(C)C)cc1 (stereo unspecified)
 : -66, -8, -58*, i, 0, 17, -15, -4, -6, 0
- CCOc1ccc(NC(=O)C(C)SC(N)=O)cc1 (stereo unspecified)
 : -70, -4, -60*, i, -1, 7, -29, 0, -1, 0
- Cc1ccc(C(C(=O)NC(C)(C)C)N(Cc2cccs2)C(=O)c2csnn2)cc1 (stereo unspecified)
 : -1, 4, -5, i, -2, 23, -13, -16, 8, -3
- O=C(Nc1ccc(-c2ccc3nncn3n2)cc1)C1CCCC1
 : -5, -2, 11, i, -2, 30, -15, -36, -3, 6
- CCN1CCN(C(=O)N2CCOCC2)CC1
 : 8, 5, 5, i, -2, 23, -17, 10, 2, 1
- COc1ccnc(Oc2ccc3ccccc3c2)c1C#N
 : -5, 1, -3, i, -1, 25, -47, -74, -1, 3
- Cc1nc2ccccc2nc1OCc1cccc(Cl)c1
 : 15, 12, 8, i, 0, 14, 9, 20, -3, 1
- CCn1ccnc1CN(C)Cc1nc(Cc2cccc(C(F)(F)F)c2)no1
 : 18, -4, 4, i, 0, 10, 6, 25, -6, -11
- Cc1ccc(-c2cc(C(=O)Nc3cc(C)on3)c3ccccc3n2)cc1
 : 15, 8, 0, i, -1, 17, -21, 13, -2, 2
- COc1ccc(C(=O)NCCS(=O)(=O)NCc2cccnc2)cc1
 : -8, /, -3, i, -2, -4, /, 9, /, 1
- CCCCCOc1ccc(CSCCNC(=S)Nc2ccccc2)cc1
 : 33, 2, 18, i, -2, 11, 6, -18, -2, 2
- O=C(CSc1nnc(COc2ccc(F)cc2)o1)N1CCCCC1
 : -6, -9, -8, i, 0, 29, -14, 3, 2, 3
- CCOc1ccc(-n2c(-c3ccco3)nc3c(cnn3-c3ccc(C)cc3)c2=O)cc1
 : 2, 3, 0, i, -3, -1, -8, 14, -4, -2
- COc1ccc2[nH]cc(CCN=C3SCC(=O)N3C)c2c1
 : 31, 1, 6, i, -1, 20, -2, -25, 5, 0
- Cc1nc(N2CCOCC2)nc(N2CCC(C)CC2)c1[N+](=O)[O-]
 : -17, -2, -4, i, -22, 6, -2, 1, -4, 1
- Cc1[nH]c(C(=O)O)c(C#N)c1C(=O)c1ccccc1
 : -10, 0, 0, i, 1, 12, 4, 12, 3, 0
- Cn1nnnc1SCC(=O)Nc1ccc(S(=O)(=O)N2CCOCC2)cc1
 : 1, -8, 5, i, -1, 11, 0, -20, 0, -1
- NC(=O)CN(c1ccc(Oc2ccccc2)cc1)S(=O)(=O)c1ccccc1
 : 13, -9, 6, i, 1, 11, -8, -9, -2, 1
- CCCOc1ccc(C(NC(=O)CC(C)C)NC(=O)CC(C)C)cc1OC
 : 13, 3, -1, i, -2, 11, 6, 25, 1, 0
- CCOC(=O)c1csc(N)n1
 : 8, 0, -3, i, -1, 24, -2, 19, -6, 0
- Cc1snc(SCC(=O)c2ccc(Cl)cc2)c1C#N
 : 37, 5, 27, i, -2, 17, -89, -140, -4, -6
- CC(=O)NC(Cc1ccc(F)cc1)C(=O)NC1CCN(c2ncccc2[N+](=O)[O-])CC1 (stereo unspecified)
 : 13, -11, 2, i, -3, 9, -14, 14, -6, 1
- CC(/C=N/n1c(-c2ccccc2)n[nH]c1=S)=C\c1ccco1
 : 5, -1, 5, i, 2, 14, -10, -23, 1, -1
- CN1CCN(c2cc3c(c4c2[nH]c2ccccc24)C(=O)CC(C)(C)C3)CC1
 : 13, -1, 7, i, 8, 11, -47, -45, -1, -9
- O=C(O)CCC(=O)N1CN2CN(C(=O)CCC(=O)O)CC([N+](=O)[O-])(C2)C1
 : 2, -6, 2, i, -1, 16, -6, 1, 1, 4
- Cc1ccc(C)c(OCCC(=O)OCC(=O)c2c(N)n(C)c(=O)n(C)c2=O)c1
 : -6, /, -9, i, -2, 13, /, -15, /, 1
- O=C(O)C1CCC(N2C(=O)c3cccc([N+](=O)[O-])c3C2=O)CC1 (stereo unspecified)
 : 10, -5, 1, i, 0, 23, -19, -8, -4, -1
- COc1cc(CCC(=O)OCC(=O)NC2CCCC(C)C2C)cc(OC)c1OC (stereo unspecified)
 : -3, 4, 3, i, 0, 15, -27, 12, 4, 2
- O=C(CCN1C(=O)/C(=C\c2ccccc2)SC1=S)N1CCOCC1
 : 9, 6, 4, i, 0, 6, -25, -45, -6, 0
- CCOC(=O)c1c(NC(=O)Cc2cccs2)sc(C)c1C
 : 6, -2, 5, i, -3, 14, -15, 33, -3, 0
- O=C(Nc1ccccn1)c1nc(-c2ccccc2)n(-c2ccccc2)n1
 : -5, 2, -5, i, -1, 22, -5, -7, -4, -1
- Cc1cccc(NCC(=O)c2c(N)n(C)c(=O)n(C)c2=O)c1C
 : 4, -4, -2, i, -1, 25, -9, -60, 3, 0
- COc1ccc2c(C(=O)CN3CC(C)OC(C)C3)c[nH]c2c1 (stereo unspecified)
 : 7, -4, 0, i, 1, 25, -38, 3, -2, 0
- COc1cc(/C=N/Nc2nnc3c(n2)[nH]c2ccccc23)ccc1O
 : 26, 5, 5, i, 1, 28, -6, -60, -2, 3
- O=C(/C=C/c1cccc([N+](=O)[O-])c1)Nn1c(-c2ccccc2F)nc2ccccc2c1=O
 : 8, -2, 12, i, /, 8, -18, 4, 2, 2
- COCC(CN1CCN(C2=NS(=O)(=O)c3ccccc32)CC1)OC(=O)c1ccccc1 (stereo unspecified)
 : 9, -6, -6, i, 0, 13, -11, -1, -1, 2
- COc1cc(C2C(N3C(=O)c4ccccc4C3=O)C(=O)N2c2ccc(C)c(C)c2)cc(OC)c1OC (stereo unspecified)
 : 7, 0, -2, i, -1, ?, -20, -3, 2, -6

Entries of single compounds as entered above.
Cc1cc(C)cc(NC(=O)C2CCN(c3nccs3)CC2)c1 is listed as HSF-1 act: 13; IEC-6 tox: -6; HSF1 inh: 1; PolyA inh: i; GSK3 alpha inh: 5; AI-2 QS modul: 1; KLF5 inhibitor: -10; aSyn 5UTR inh: -5; HSP90 refold inh: -3; GSK3B inh: -2
CCCOc1ccc(C(NC(=O)CC(C)C)NC(=O)CC(C)C)cc1OC is listed as HSF-1 act: 13; IEC-6 tox: 3; HSF1 inh: -1; PolyA inh: i; GSK3 alpha inh: -2; AI-2 QS modul: 11; KLF5 inhibitor: 6; aSyn 5UTR inh: 25; HSP90 refold inh: 1; GSK3B inh: 0
